# PfHsp40 yeast – compounds rescuing yeast from Plasmodium falciparum HSP40 toxicity; S. cerevisiae expressing PfHsp40, growth rescue, ATP luminescence; growth rescue, % at 12.5 µM; hit rate 0.68% among 340,000; AID 504582; in the data active = growth rescue above about 28%, passing the limit was not always enough; inconclusive = no clear call, values can overlap the other calls;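 also: yeast W303a lacking pdr1 and pdr3 grown in galactose medium; growth measured after three days at 30 °C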
# BoNT-A LC inh2 – blocks Botulinum neurotoxin A light chain protease. inhibition, % at 10 µM. multiplex microsphere protease substrate cleavage, flow cytometry. hit rate 0.17% among 360,000; also: plate controls were buffer without enzyme for full effect and enzyme alone for no effect
# Mtb FBA inh – Mtb fructose-bisphosphate aldolase inhibition. hit rate 2.3% among 360,000. purified M. tuberculosis FBA, fluorescence read-out. AID 588726. inhibition, % at 1 µM. P9WQA3; in the data active = inhibition above about 27%;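 also: 0% = vehicle and 100% = reference inhibitor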
# Target sequence (P9WQA3 whole entry, looked up): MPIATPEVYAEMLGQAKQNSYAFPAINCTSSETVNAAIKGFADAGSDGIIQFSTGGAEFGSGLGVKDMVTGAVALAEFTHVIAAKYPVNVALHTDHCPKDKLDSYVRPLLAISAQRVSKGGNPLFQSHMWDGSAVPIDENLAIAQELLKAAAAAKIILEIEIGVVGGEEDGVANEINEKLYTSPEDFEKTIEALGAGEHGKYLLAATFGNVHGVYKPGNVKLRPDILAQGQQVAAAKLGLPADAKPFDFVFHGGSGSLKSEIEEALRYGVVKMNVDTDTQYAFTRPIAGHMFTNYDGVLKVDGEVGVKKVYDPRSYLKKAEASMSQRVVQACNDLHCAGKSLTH
# FadD28 binding – inhibitors of Mycobacterium tuberculosis FadD28 bisubstrate binding; FadD28 bisubstrate probe binding, fluorescence polarization; inhibition, % at 12.5 µM; hit rate 0.22% among 360,000; in the data active = inhibition above about 8.5%, passing the limit was not always enough; inconclusive = no clear call, values can overlap the other calls
# GDH-TPI counter – counter-screen for M. tuberculosis FBA inhibitors: GDH-TPI coupled enzymes. GDH-TPI coupled enzyme counterscreen, NADH absorbance. inhibition, % at 4.8 µM. hit rate 1.2% among 360,000. AID 588335; in the data active = inhibition above about 30%;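 also: 0% = DMSO wells and 100% = wells lacking the enzyme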
# Mtb BioA inh – inhibitors of Mycobacterium tuberculosis BioA enzyme | inhibition, % at 9.99 µM | purified M. tuberculosis BioA enzyme, plate reader | hit rate 0.096% among 360,000; in the data active = inhibition above about 40%; inconclusive = no clear call, values can overlap the other calls
# BoNT-F LC inh – BoNT F light chain protease inhibition; hit rate 0.22% among 360,000; inhibition, % at 10 µM; Multiplex microsphere protease cleavage assay, flow cytometry; in the data active = inhibition above about 35%, passing the limit was not always enough; inconclusive = no clear call, values can overlap the other calls; also: plate controls were buffer without enzyme for full effect and enzyme alone for no effect
# UGM FP inh – Mtb UDP-galactopyranose mutase inhibition. P9WIQ1. purified UGM, fluorescence polarization probe displacement. inhibition, % at 10 µM. hit rate 0.06% among 320,000; in the data active = inhibition above about 10%, passing the limit was not always enough; inconclusive = no clear call, values can overlap the other calls
# Target sequence (P9WIQ1 whole entry, looked up): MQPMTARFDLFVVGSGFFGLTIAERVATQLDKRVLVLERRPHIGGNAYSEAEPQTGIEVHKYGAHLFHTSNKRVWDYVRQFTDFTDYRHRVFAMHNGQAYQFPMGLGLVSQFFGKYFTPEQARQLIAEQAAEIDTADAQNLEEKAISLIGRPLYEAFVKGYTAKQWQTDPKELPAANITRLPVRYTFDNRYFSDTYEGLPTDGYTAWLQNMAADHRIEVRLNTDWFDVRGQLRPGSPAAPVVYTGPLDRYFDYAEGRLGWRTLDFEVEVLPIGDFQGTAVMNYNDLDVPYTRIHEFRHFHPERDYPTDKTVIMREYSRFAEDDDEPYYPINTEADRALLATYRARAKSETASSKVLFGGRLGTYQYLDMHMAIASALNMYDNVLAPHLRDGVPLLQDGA
# Anthrax LF inh2 – inhibitors of Bacillus anthracis lethal factor protease | multiplex microsphere protease cleavage assay, LF | P15917 | hit rate 0.12% among 360,000 | AID 588501 | inhibition, % at 10 µM; also: plate controls were buffer without enzyme for full effect and enzyme alone for no effect
# The depositor's hits bear a star; ? = inconclusive; nt = no result given; & = joins results of further samples. Rule as the data show it, unless noted: active = inhibition above about 30%; inconclusive = no clear call, values can overlap the other calls; inactive = below that.
SMILES,PfHsp40 yeast,BoNT-A LC inh2,Mtb FBA inh,FadD28 binding,GDH-TPI counter,Mtb BioA inh,BoNT-F LC inh,UGM FP inh,Anthrax LF inh2
CCCCN(C(=O)c1ccc(-c2ccc([N+](=O)[O-])cc2)o1)c1c(N)n(CC(C)C)c(=O)[nH]c1=O,-0.6,2.6,1,-1.9,16,-1.2,4,-0.7,1
O=C(CC1CCCCC1)Nc1c2c(nn1-c1ccc(F)cc1)CS(=O)(=O)C2,-0.5,1.2,0,-3.2,4,0.2,2,-1.6,3
Cc1cccc(CN2CCC(CNC(=O)Cn3ncc4c([nH]c5ccccc54)c3=O)CC2)c1,0.5,2.9,2,-11,-8,-1.3,1,-0.7,0
Cn1nc(C(=O)Nc2cccc(S(=O)(=O)N3CCCC3)c2)c2ccccc2c1=O,-0.9,0.7,1,1.1,-1,-1.0,-1,-1.4,0
CC(Oc1ccccc1Cl)C(=O)Nc1ccc(S(=O)(=O)N2CCCC2)cc1 (stereo unspecified),nt,2.0,2,-0.9,6,nt,7,nt,-4
CCOC(=O)c1c(NC(=O)COC(=O)c2ccc(NC(=O)CC#N)cc2)sc(C(=O)NC)c1C,-0.5,-0.5,2,0.2,5,-1.0,-2,2.7,-3
CC1CCN(C(=O)Cn2cc([N+](=O)[O-])ccc2=O)c2ccccc2S1 (stereo unspecified),0.7,-0.8,-3,-0.8,19,-0.2,-8,-0.8,-11
Cc1ccc(C(=O)OCC(=O)Nc2ccc(C)c(S(=O)(=O)N3CCCCC3)c2)c(O)c1,nt,-0.5,-1,-0.7,7,-0.6,5,nt,-3
CCCCN(C)CCNC(=O)c1cn(C)c(=O)c2c1c1ccccc1n2C,0.7,3.7,18,2.2,7,-0.2,-18,1.0,3
O=S(=O)(NCCSc1ccc(Cl)cc1)c1ccc2c(c1)OCCO2,9.8,0.2,-3,-3.7,0,-1.7,-1,0.2,2
CC(OC(=O)c1ccc(-n2cnnn2)cc1)C(=O)Nc1ccccc1[N+](=O)[O-] (stereo unspecified),0.3,1.9,1,-4.1,-6,1.5,-1,0.0,0
COc1ccc(CC(=O)Nc2cc(S(=O)(=O)N3CCOCC3)ccc2N2CCOCC2)cc1,-0.6,0.3,0,1.1,0,nt,-5,-2.5,2
Cc1nonc1OCCNc1ccc([N+](=O)[O-])cc1[N+](=O)[O-],-0.2,-0.1,0,-0.4,10,nt,-6,-0.5,0
COc1ccc(Cl)cc1C(=O)OCC(=O)N1CCCC(C)C1 (stereo unspecified),3.9,0.0,-3,-3.7,-5,-1.4,5,-4.9,-10
O=C(CC[C@H]1O[C@@H](n2ccc(=O)[nH]c2=O)[C@H](O)[C@@H]1O)N[C@@H](Cc1ccccc1)C(=O)NCC1CCCO1 (stereo partly specified),nt,0.6,2,0.0,nt,-0.2,0,nt,1
Brc1ccc(-c2cnnc(N3CCCC3)n2)cc1,1.5,2.3,5,-1.5,13,-1.2,-1,-5.2,-2
CSc1ccc(CCNC(=O)C2CCN(c3nnc(-n4cccc4)s3)CC2)cc1,0.9,-0.1,3,-2.2,5,0.6,-3,nt,-8
O=C(NCC(=O)N(Cc1ccccc1)C(C(=O)NCC1CCCO1)c1ccccc1)c1ccco1 (stereo unspecified),0.3,-3.6,0,1.1,-1,-2.8,-19,-0.6,-2
O=S(=O)(c1cccc2nsnc12)N1CCOCC1,1.3,0.1,-1,-4.8,-1,-0.4,2,-1.1,-1
COC(=O)CNC(=O)CSc1ccccn1,-1.2,0.1,-3,-0.7,6,0.0,?,2.1,-2
COC(=O)c1ccc(COc2ccccc2/C=N/NC(=O)c2cccnc2)cc1,-0.2,0.5,1,-3.4,10,1.7,-1,-1.6,-6
CCOC(=O)/C(C#N)=C/c1c(N2CCCCCC2)nc2ccccn2c1=O,-1.8,1.9,-8,-2.2,14,-0.5,-10,2.9,1
CCCCCN(CCCCC)C(=O)C(CCC(=O)O)NC(=O)c1ccc(Cl)c(Cl)c1 (stereo unspecified),3.5,-0.7,3,-1.8,-2,5.0,-6,1.9,0
COc1ccc(CNc2cc(C)nc3ccc(OC)cc23)cc1,1.3,-0.1,1,-5.7,10,0.0,4,0.0,-4
CCc1ccc(N(CC)c2ncnc3nc[nH]c23)cc1,7.3,0.1,3,-7.0,0,2.7,-3,3.3,-3
COc1cc(C)ccc1S(=O)(=O)NC(=O)C1(C)CCN1C(=O)c1ccc(C(F)(F)F)nc1C (stereo unspecified),nt,-0.4,4,-0.4,8,-0.8,-4,nt,1
CCOc1ccc(/C=C/C(=O)NCc2ccccc2)cc1,-1.0,-0.7,-4,-1.6,-2,-3.1,-5,0.7,0
Cc1cc(C)cc(NC(=O)C(Sc2nnc(C)c(=O)[nH]2)c2ccccc2)c1 (stereo unspecified),1.1,0.1,1,-1.0,8,-0.3,4,-0.7,-6
COc1ccc(-n2cc(-c3ccccc3)c3c(NCCCN4CCOCC4)ncnc32)cc1,0.4,3.6,-1,2.3,9,nt,30,2.3,3
Cc1cc(C)c(C#N)c(SCC(=O)CC(=O)OC(C)C)n1,1.6,-0.7,20,-1.6,5,0.0,-8,-1.6,0
CN1CCN(c2ccc(CNC(=O)C3(C)Cc4c(-c5ccc(C(N)=O)cc5)ccnc4O3)cc2)CC1 (stereo unspecified),nt,-0.1,-3,-3.5,-2,8.6,0,nt,0
COC(=O)c1n[nH]n(-c2ccc(F)c(Cl)c2)c1=O,nt,-3.3,-1,-4.3,2,-0.6,?,-4.7,-2
O=[N+]([O-])c1ccc([N+](=O)[O-])c(Nc2ccc(N3CCOCC3)cc2)c1,-1.4,-0.4,-4,-3.4,0,nt,-2,0.0,-4
COc1ccc(NC(=O)c2cc(-c3cc(Cl)ccc3OC)n[nH]2)c(OC)c1,nt,0.1,-1,-2.4,12,-0.6,-10,nt,-10
CCCCn1c(=O)c(C(=O)Nc2ccccc2F)c(O)c2ccccc21,-0.3,-0.9,3,-0.6,-2,-1.5,-14,1.2,-16
CN(C)c1ccc(S(=O)(=O)NCC(=O)NCC2CCCCC2)cc1[N+](=O)[O-],-1.6,-2.9,-9,-0.4,-2,-0.3,-9,0.4,-2
Cc1cccn2c(CN(C)CCC3CCCCO3)c(C(=O)N3CCCCC3)nc12 (stereo unspecified),-0.1,0.3,-4,-1.6,-2,nt,1,1.6,-1
O=C(CN1C(=O)NC2(CCCCCCC2)C1=O)Nc1c(Cl)cccc1Cl,0.7,2.1,-2,-0.4,3,-1.4,0,1.6,2
COc1ccccc1-c1oc2ccccc2c1C#CC1(O)CCCCC1,23,-0.2,24,-7.4,0,-1.7,1,-4.8,-7
Cc1nc2ccccc2n1Cc1ccccc1Br,2.8,1.6,-4,-2.5,8,0.3,-5,-1.2,12
Cc1nn(CC(=O)NCc2ccc(-n3cccn3)cc2)c(C)c1[N+](=O)[O-],0.0,0.3,-1,-1.6,3,nt,4,2.2,0
CCCOc1ccc(C(=O)Nc2ccc(N3CCN(C(C)=O)CC3)cc2)cc1,1.0,0.9,-1,-1.3,5,0.2,-35,2.2,-6
COc1ccccc1N1CCN(S(=O)(=O)c2ccc3c(c2)CC(C)N3C(C)=O)CC1 (stereo unspecified),0.7,1.2,-1,-0.2,4,0.5,-2,3.0,-1
CC(C)(C)n1ncc2c(=O)n(Cc3cccc(Cn4cnc5c(cnn5C(C)(C)C)c4=O)c3F)cnc21,2.1,0.4,0,-3.2,-5,-0.1,-2,-0.4,3
COc1cc([N+](=O)[O-])ccc1NC(=O)Cc1ccc(C)cc1,5.4,0.4,-2,-1.3,4,nt,-3,-0.8,-2

# 3 compounds out of the list, sorted by heavy-atom count, high to low:
SMILES,PfHsp40 yeast,BoNT-A LC inh2,Mtb FBA inh,FadD28 binding,GDH-TPI counter,Mtb BioA inh,BoNT-F LC inh,UGM FP inh,Anthrax LF inh2
CN(C)c1ccc(S(=O)(=O)NCC(=O)NCC2CCCCC2)cc1[N+](=O)[O-],-1.6,-2.9,-9,-0.4,-2,-0.3,-9,0.4,-2
COc1ccccc1-c1oc2ccccc2c1C#CC1(O)CCCCC1,23,-0.2,24,-7.4,0,-1.7,1,-4.8,-7
Cc1nc2ccccc2n1Cc1ccccc1Br,2.8,1.6,-4,-2.5,8,0.3,-5,-1.2,12

# New compounds follow:
SMILES,PfHsp40 yeast,BoNT-A LC inh2,Mtb FBA inh,FadD28 binding,GDH-TPI counter,Mtb BioA inh,BoNT-F LC inh,UGM FP inh,Anthrax LF inh2
CN(C(=O)N1CCN(S(=O)(=O)c2ccccc2)CC1)c1ccccc1,0.0,1.1,0,0.2,1,-0.6,1,-1.2,-8
O=C(c1cc2c(cc1Br)OCCCO2)N1CCCCC1,-0.2,0.2,5,-5.7,-14,nt,4,0.9,-1
CCOC(=O)c1cc(C)n(-n2cnnc2)c1C,0.9,-1.1,5,-1.8,-5,-0.7,-10,-0.4,-2
CC(C)(c1ccccc1)c1ccc(OCCN2CCCC2)cc1,-1.2,-3.4,1,-5.0,2,-0.2,6,-0.7,29
CC1CCN(C(=O)CCc2nnc3ccc(NCCCN4CCCC4=O)nn23)CC1,-1.1,0.0,0,0.5,-3,0.3,12,-1.9,-1
CN(Cc1ccccc1)S(=O)(=O)c1ccc(OCC(=O)NCc2ccncc2)cc1,-0.1,-2.8,2,-1.2,3,-2.4,-28,3.7,-1
COc1cc(NC(=O)CN2CCN(C(=O)c3ccco3)CC2)c(C)cc1[N+](=O)[O-],nt,-0.5,0,-1.1,11,0.4,-3,nt,-9
COc1cc(OC)c(C2C3=C(CCCC3=O)Nc3nc4ccccc4n32)cc1OC (stereo unspecified),-1.1,-0.3,0,-2.0,26,nt,-2,1.4,-2
Cc1nn(C)c(C)c1CN(C)C(=O)C1(C)CC1(Br)Br (stereo unspecified),0.4,-0.2,-1,0.1,4,nt,0,0.7,-2
CCOC(=O)c1c(CC(C)C)csc1NC(=O)COC(=O)c1cc(OC)c(OC)cc1[N+](=O)[O-],-0.2,-0.3,2,-1.0,-2,-1.2,-4,1.5,2
Fc1cccc2sc(Nc3nnc(-c4ccccc4)o3)nc12,-3.1,-0.9,64*,-3.2,45*,-0.4,-17,1.6,-2
Cc1cccc(C(=O)N/C(=C\c2ccco2)C(=O)N2CCCC2)c1,0.2,-0.3,0,-3.9,26,-1.4,0,-0.7,1
COCCOC(=O)c1c(C)oc2ccc(O)c(CN3CCC(C)CC3)c12,-0.2,0.3,0,-0.2,-6,-0.3,3,-0.5,-6
Cc1onc(-c2ccccc2)c1C(=O)N/N=C/c1ccc(Br)cc1,-0.1,-1.1,-1,-3.4,3,-2.9,0,-3.4,-1
CC(=O)/C(N)=N/Nc1cccc(Cl)c1,3.2,-0.2,-1,0.0,15,nt,3,1.4,-2
COc1ccc(Cl)cc1NC(=S)N(Cc1ccc(C(=O)O)cc1)Cc1ccc(OC)c(OC)c1,0.2,0.5,4,?,0,nt,-2,-0.2,-3
COc1ccc(CN(C)C(=O)c2ccc(NS(=O)(=O)c3ccc(F)cc3)cc2)c(OC)c1,2.3,-4.1,-2,-0.7,4,0.6,-5,4.5,-3
COc1ccc(-n2c(-c3ccccc3)nc(=S)c3c2CCCC3)cc1,-1.9,0.2,-3,-4.7,14,0.7,?,0.0,3
CCc1cccc(Nc2c([N+](=O)[O-])cc(C(=O)N3CC(=O)Nc4ccccc43)cc2[N+](=O)[O-])c1,-0.5,-0.5,111*,0.1,16,nt,-3,2.8,-2
Cc1ccc2c(c1)N(CC(=O)N1CCCC1)C(=O)C(C)O2 (stereo unspecified),0.4,1.0,4,-3.3,-11,-1.8,-8,1.3,-6
CCc1[nH]c(C)c(C(C)=O)c1C,-0.1,0.9,1,-1.3,10,0.4,6,1.4,5
COc1ccc(C2CC(=O)n3nc(C45CC6CC(CC(C6)C4)C5)nc3S2)cc1OC (stereo unspecified),-0.8,0.1,0,-3.3,7,nt,-8,-0.1,-4
C[C@H](CO)N1C[C@H](C)[C@@H](CN(C)C(=O)C2CC2)OCc2cnnn2CCCC1=O,nt,-0.5,-1,0.3,-9,-1.0&0.5&-0.9,-5,nt,-4
